# IDE cell activ = human IDE activators in live cells, primary screen, fluorescence polarization, HEK cells, FAbeta-B substrate. Insulin-degrading enzyme (Homo sapiens), P14735. FAbeta-B cleavage; 0% vehicle, 100% cell-free pure enzyme wells. activation, % at 5.96 µM. 340,000 compounds, 0.073% hits. AID 493087, 2011;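 active = activation above the mean of all tested compounds plus 3 SD, set per screening campaign, cut at about 17% in these data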
# Target sequence (P14735 whole entry, looked up): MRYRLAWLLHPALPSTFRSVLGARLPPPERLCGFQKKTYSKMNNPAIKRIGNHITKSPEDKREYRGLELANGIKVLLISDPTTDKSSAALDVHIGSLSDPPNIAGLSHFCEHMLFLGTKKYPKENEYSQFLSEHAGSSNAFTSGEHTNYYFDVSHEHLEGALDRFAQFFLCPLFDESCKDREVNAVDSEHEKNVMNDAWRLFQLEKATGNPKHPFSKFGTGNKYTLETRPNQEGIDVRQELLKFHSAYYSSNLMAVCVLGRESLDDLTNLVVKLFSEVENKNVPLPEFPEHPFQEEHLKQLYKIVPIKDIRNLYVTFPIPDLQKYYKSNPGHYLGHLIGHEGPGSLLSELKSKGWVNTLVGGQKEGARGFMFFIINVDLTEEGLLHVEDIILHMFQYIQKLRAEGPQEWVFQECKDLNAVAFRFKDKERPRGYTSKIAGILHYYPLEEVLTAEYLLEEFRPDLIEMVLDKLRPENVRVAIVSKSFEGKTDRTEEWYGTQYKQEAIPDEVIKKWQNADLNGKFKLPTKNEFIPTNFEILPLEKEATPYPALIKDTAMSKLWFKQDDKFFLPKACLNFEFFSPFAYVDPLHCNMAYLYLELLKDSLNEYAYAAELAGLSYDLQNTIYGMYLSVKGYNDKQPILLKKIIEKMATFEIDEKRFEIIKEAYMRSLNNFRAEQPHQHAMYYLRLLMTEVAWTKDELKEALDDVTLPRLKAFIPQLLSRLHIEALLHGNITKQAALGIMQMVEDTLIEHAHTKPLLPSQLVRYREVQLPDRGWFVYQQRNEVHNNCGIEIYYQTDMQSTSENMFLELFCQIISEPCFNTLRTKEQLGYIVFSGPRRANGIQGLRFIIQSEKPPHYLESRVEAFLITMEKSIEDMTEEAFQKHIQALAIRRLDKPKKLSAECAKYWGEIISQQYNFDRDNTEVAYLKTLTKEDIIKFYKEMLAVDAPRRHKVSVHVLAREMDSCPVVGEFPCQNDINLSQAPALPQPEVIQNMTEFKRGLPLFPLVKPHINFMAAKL
# The depositor's hits bear a star.
Compound,IDE cell activ
Cc1c(/C(O)=C2\C(=O)C(=O)N(CCCN(C)C)C2c2cccs2)cnn1-c1ccccc1 (stereo unspecified),2
O=C1c2ccccc2[C@@H]2C[C@@H](O)[C@H](Nc3cccc(C(F)(F)F)c3)CCN12,-1
Cc1ccc(C(=O)OCC(=O)N2CCCc3ccccc32)cc1C,2
CN(Cc1ccccc1)C(=O)c1ccc(NC(=O)Cc2ccc(NC(=O)C3CCN(C(=O)C4CCC4)CC3)cc2)cc1,7
O=C(CNC(=O)c1ccccc1)Sc1ccccc1,-2
CCN(C(=O)COC(=O)/C=C/c1ccc2c(c1)OCO2)c1c(N)n(Cc2ccccc2)c(=O)[nH]c1=O,4
CC[C@]1(C(=O)OC)[C@H]2C(=O)N(C)C(=O)[C@H]2[C@H]2CN=C(SCc3ccc(OC)cc3)N21,3
CCN(CC)CCC=C(c1cccs1)c1cccs1,-3
NS(=O)(=O)c1ccc(N2N=C(c3ccccc3)CC2c2ccccc2Br)cc1 (stereo unspecified),3
CCOC(=O)C1(C(=O)OCC)CCN(S(=O)(=O)c2ccccc2)CC1,4
CCC1(C2=CCCCC2)C(=O)NC(=O)N=C1N (stereo unspecified),-1
C=C1[C@@H](O)[C@H](CC(C)C)N(Cc2ccccc2Br)S1(=O)=O,-1
CCN(CC)C(=O)[C@H]1CC(CC(=O)NC/C=C(\C)CCC=C(C)C)C(=O)N2CCc3c([nH]c4ccc(OC)cc34)[C@]12C (stereo partly specified),2
CC(C)N(C(=O)COC(=O)Cn1cnc2ccccc21)c1ccccc1,1
CCN1C[C@@H]2[C@@H]3C(=O)N(C)C(=O)[C@@H]3[C@](Cc3ccccc3)(C1=O)N2C(=O)c1ccc(C(C)(C)C)cc1,2
CCc1ccc(OCC(=O)NNC(=O)c2ccc(-n3cncn3)c([N+](=O)[O-])c2)cc1,-1
O=[N+]([O-])c1ccc(COc2cccc(CN3CCCCC3)c2)cc1,-2
COc1ccc(N2CCN(C(=O)c3ccc(S(=O)(=O)N4CCCCCC4)cc3)CC2)cc1,1
CCN(C(=O)COC(=O)C12CC3CC(CC(NC(C)=O)(C3)C1)C2)C1CCCCC1,0
Cc1cn(CC(=O)NCCN2CCOCC2)c(=O)[nH]c1=O,5
CCCN(CC(=O)Nc1ccccc1C)C(=O)c1ccc(N2CCCC(C)C2)c([N+](=O)[O-])c1 (stereo unspecified),1
Cn1cnc([N+](=O)[O-])c1Sc1nc(N)nc2c1ncn2Cc1ccccc1,1
CC(C)N(C(=O)COC(=O)c1cccc(S(=O)(=O)N2CC3(C)CC2CC(C)(C)C3)c1)C(C)C (stereo unspecified),6
CCC1(c2ccccc2)NC(=O)N(CC(=O)NC2CCCC2)C1=O (stereo unspecified),0
Cc1noc(NS(=O)(=O)c2ccc(NC(=O)c3cc(S(=O)(=O)Nc4ccc(F)cc4)ccc3Cl)cc2)c1C,2

# Sorted by value in IDE cell activ (highest first): 4 from the list above
Compound,IDE cell activ
Cc1cn(CC(=O)NCCN2CCOCC2)c(=O)[nH]c1=O,5
CCOC(=O)C1(C(=O)OCC)CCN(S(=O)(=O)c2ccccc2)CC1,4
NS(=O)(=O)c1ccc(N2N=C(c3ccccc3)CC2c2ccccc2Br)cc1 (stereo unspecified),3
CCc1ccc(OCC(=O)NNC(=O)c2ccc(-n3cncn3)c([N+](=O)[O-])c2)cc1,-1

# Further results follow:
Compound,IDE cell activ
O=[N+]([O-])c1cccc(COc2ccc(CN3CCCC3)cc2)c1,1
Cc1ccccc1OCC(=O)OCC(=O)N1CCc2ccccc21,2
O=C(Cn1cnc2c(NCc3ccccc3)ncnc21)NCc1ccc2[nH]ccc2c1,4
CCN(CC)S(=O)(=O)c1cccc(C(=O)NC(C(=O)NNC(=O)c2ccccc2F)C(C)C)c1 (stereo unspecified),4
COc1cccc(NC(=O)CN(C)C(=O)c2cccc(S(=O)(=O)N3c4ccccc4CC3C)c2)c1 (stereo unspecified),1
COC(=O)C12OCC34C(CC5C(C)=C(O)C(=O)CC5(C)C3C(O)C1O)OC(=O)C(OC(=O)C=C(C)C)C24 (stereo unspecified),1
Cc1cccc(NS(=O)(=O)c2ccc(C)c(C(=O)NCC(c3cccs3)N(C)C)c2)c1 (stereo unspecified),2
CC[C@]12c3[nH]c4cc(-c5ccco5)ccc4c3CCN1C(=O)[C@@H](CC(=O)NCC13CC4CC(CC(C4)C1)C3)C[C@@H]2C(=O)N1CCN(C(=O)C2CC2)CC1,1
CN(C)CCNc1ccc(CO)c2sc3ccc(O)cc3c(=O)c12,4
COC(=O)CCN(Cc1cc(OC)ccc1OC)S(=O)(=O)c1ccccc1Br,1
COc1ccc(NC(=O)CCCNC(=O)c2ccc(Cl)cc2)cc1S(=O)(=O)N1CCCCC1,2
CCCC(=O)NC1=C(Cl)C(=O)c2ccccc2C1=O,-86
Cc1c(C(=O)Nc2ccccc2N2CCN(C)CC2)oc2ccc(F)cc12,2
CN(N=O)c1ccc(CC2CCc3ccccc32)cc1 (stereo unspecified),3
CC(C)OC(=O)C1OC1(C)c1ccccc1 (stereo unspecified),3
O=S(=O)(Oc1ccccc1)c1ccc(Cl)c(Cl)c1,3
Cn1c(SCC(=O)NC2CCCc3ccccc32)nnc1C1CC1 (stereo unspecified),5
Cc1ccccc1Nc1nc(N)nc(COC(=O)CCC(=O)c2ccc(F)cc2)n1,-1
CC(C)C[C@@H](CNCC(=O)[C@H](Cc1ccccc1)NC(=O)c1[nH]cnc1C(=O)N[C@H](CN)CC(C)C)NC(=O)c1nc[nH]c1C(=O)N[C@@H](CC(=O)O)C(=O)O,-2
C#CCOCCOCCOCCNc1nc(N2CCN(C(=O)[C@H](C(C)C)n3cc(CCO)nn3)CC2)nc(N2CCN(C(=O)[C@H]([C@@H](C)CC)n3cc(CCC(=O)O)nn3)CC2)n1,-1
CCN(CC(=O)Nc1ccc(NC(C)=O)cc1)C(=O)CCN1C(=O)C2CC=CCC2C1=O (stereo unspecified),2
Cc1ccc(S(=O)(=O)N2CCN(CN3C(=O)CC4(CCCC4)C3=O)CC2)cc1,-2
COc1ccccc1C(CNC(=O)CCNS(=O)(=O)c1ccc(Br)cc1)N1CCCC1 (stereo unspecified),7
Cc1cccc(NC2(C(=O)O)CCCC2)c1,-1
CC1CC(=O)Nc2ccccc2N1C(=O)Cn1cnc2ccc(Br)cc2c1=O (stereo unspecified),3

# (listing goes on)
Compound,IDE cell activ
Cc1c(-c2ccccc2Br)nc2ccccc2c1C(=O)O,6
Cc1ccc(C(=O)NNC(=O)c2ccccc2OCc2c(C)noc2C)cc1,4
CC(=O)c1c(C)[nH]c(C(=O)CN2C(=O)NC3(CCCCC3)C2=O)c1C,5
c1ccc(COc2ncnc3c2ncn3CCCNCC2CCCO2)cc1 (stereo unspecified),3
O=C(C=Cc1ccco1)c1ccc2ccccc2c1,3
CCOc1ccc(OCC(=O)Nc2cccc(S(=O)(=O)NC3=NCCC3)c2)cc1,9
C[C@]12c3[nH]c4ccc(Cl)cc4c3CCN1C(=O)[C@@H](CC(=O)NCCC1=CCCCC1)C[C@@H]2C(=O)N1CCOCC1,3
CC(C)CN(C(=O)COC(=O)c1cc2ccccc2cc1O)c1c(N)n(Cc2ccccc2)c(=O)[nH]c1=O,2
CN(c1ccccc1)S(=O)(=O)c1cccc(C(=O)Nc2ccc(N3CCOCC3)cc2)c1,-7
CCc1cccc(NC(=O)C2CCCN2S(=O)(=O)c2ccccc2C(F)(F)F)c1 (stereo unspecified),-1
CCCn1c(CN2CCN(C(=O)c3ccco3)CC2)nc2cc(S(=O)(=O)N(C)C)ccc21,2
CCCCNC(=O)COC(=O)c1c2c(nc3ccccc13)/C(=C\c1cccs1)CC2,1
Cc1ccc2nc(SCC(=O)N3CCCc4ccccc43)nc(=O)n2c1,-2
Nc1ccc2c(c1)C(=O)c1ccc(N)cc1-2,3
O=C1NC(Cc2ccccc2)C(=O)N1Cc1ccccc1 (stereo unspecified),3
CN(Cc1ccc(Cl)cc1Cl)C(=O)c1cccc(S(=O)(=O)NCc2ccccc2)c1,3
Cc1ccc(N(Cc2ccccc2)C(=O)Cc2ccc(S(=O)(=O)N3CCOCC3)s2)cc1,3
COc1ccc(C(=O)c2cc(OC)c(OC)c(OC)c2)cc1OC,8
COc1ccc2c(c1)C(=O)CC(c1ccccc1)O2 (stereo unspecified),3
Cc1cccc(NC(=O)COc2ccc3c(c2)CCC3)n1,1
N#CCCn1cc(C(=O)CN2C(=O)C(=O)N(C3CCCC3)C2=O)c2ccccc21,8
c1ccc(C(=C2CCCO2)c2ccccc2)cc1,4
CCN1C[C@@H]2[C@@H]3C(=O)N(Cc4ccccc4)C(=O)[C@@H]3[C@](C)(C1=O)N2C(=O)c1ccc(F)cc1,0
O=C(Cc1cccc(NC(=O)C2CCN(C(=O)CCc3ccccc3)CC2)c1)Nc1cccc(C(=O)N2CCOCC2)c1,-31
NC(CSC(c1ccccc1)(c1ccccc1)c1cccc2ccccc12)C(=O)O (stereo unspecified),3

# Next part:
SMILES	IDE cell activ
C(=Cc1cccnc1)c1ccncc1	3
CCC[C@H]1CC(=O)C=C(c2ccsc2)ON1C(=O)OC(C)(C)C	3
O=C(OCc1ccccc1)N1CCC2CC1c1cc(NCCc3ccccc3)ccc12 (stereo unspecified)	4
CCOC(=O)C1C(=O)C(=O)N(C2CCCCC2)C1C(=O)OCC (stereo unspecified)	2
CCN(c1ccc(NC(=O)COC(=O)C(C)N=C2NS(=O)(=O)c3ccccc32)cc1)C(C)C (stereo unspecified)	4
CCOc1ccc(C(=O)OCC(=O)Nc2cc(S(=O)(=O)N3CCOCC3)ccc2N2CCOCC2)cc1	5
O=C(NC(CO)C(=O)OCc1ccccc1)OCc1ccccc1 (stereo unspecified)	2
CC1(C)NC(=O)N(CC(=O)OCC(=O)N2CCN(S(=O)(=O)c3ccccc3)CC2)C1=O	0
COCCN(C(=O)COC(=O)CCOc1cc(C)ccc1C)c1c(N)n(Cc2ccccc2)c(=O)[nH]c1=O	6
O=C(COC(=O)c1c(F)cccc1F)Nc1ccc2c(c1)OCO2	1
Cc1ccc(NC(=O)C2CCN(S(=O)(=O)c3ccc4ccccc4c3)CC2)nc1	1
CC1c2ccccc2-c2ccccc2N1C (stereo unspecified)	-1

# The list continues.
SMILES	IDE cell activ
O=C(NN(Cc1ccccc1)Cc1ccccc1)c1ccccc1	1
C=CCn1c(C)cc(C(=O)CSc2nnc3n(CCC)c(=O)c4ccccc4n23)c1C	2
OC1C2CCC(C2)C1CN1CCOCC1 (stereo unspecified)	5
CC(=O)N1CCN(C(=O)c2cc3c(s2)CCC(C)C3)CC1 (stereo unspecified)	-3
OCC1OC(n2ccc3c(NO)ncnc32)C(O)C1O (stereo unspecified)	6
Cc1ccc(C)c(N2N=C(C(=O)OCC(=O)N(C)c3ccccc3)CCC2=O)c1	3
CC(C)[C@H](NC(=O)c1ccc(Cl)cc1Cl)C(=O)OCc1nc2ccsc2c(=O)[nH]1	5
Cc1cc(O)c(C(C)C)cc1NC(=O)Nc1cc(Cl)ccc1Cl	-5
CCC(=Cc1ccccc1OC)c1ccncc1	3
CCOC(=O)C1=CNS(=O)(=O)NC1c1ccc(C(F)(F)F)cc1 (stereo unspecified)	1
CCOc1ccc(OCCC(=O)OCC(=O)N2CCN(S(=O)(=O)c3ccc(C)cc3C)CC2)cc1	1
Cc1ccccc1-c1cccc([C@@H]2C[C@H]3C(CN2)CON3C)c1 (stereo partly specified)	3

# Later entries:
SMILES	IDE cell activ
COc1ccc([N+](=O)[O-])cc1NCC(=O)Nc1cccc(S(=O)(=O)N2CCCC2)c1	1
Nc1ncncc1-c1ccccc1Cl	5
COc1ccc(S(=O)(=O)N2CCOCC2)cc1NC(=O)c1ccc(=O)[nH]c1	0
COc1cc(NCCCCCCN)c2ncccc2c1OC	3
CCSc1cnnc2ccccc12	5
COCCN(C(=O)c1ccc(C)c(S(=O)(=O)N2CCOCC2)c1)c1c(N)n(CC(C)C)c(=O)[nH]c1=O	2
COc1ccc(NC(C)=O)c([N+](=O)[O-])c1[N+](=O)[O-]	4
Cc1nn(-c2ccccc2)c(Cl)c1/C=C(/CC(=O)O)c1nc2ccccc2s1	-1
COC(=O)CCNC(=O)Cc1ccc(S(=O)(=O)N2CCCCC2)s1	3
CCCC1SCC(C)(C)NC1=O (stereo unspecified)	8
O=Cc1ccc(OCc2cn(CC(=O)c3ccc(O)cc3)nn2)cc1	1
O=C1OC=NC1=Cc1ccccc1	-3

# (further entries)
SMILES	IDE cell activ
COC(=O)c1ccc(CNC(=O)Cn2cnc(C(=O)Nc3ccc(C)c(C)c3)n2)cc1	6
O=C1CSC(=S)N1N=Cc1ccc(Cl)cc1Cl	0
CCN(CC(=O)Nc1c(F)cccc1F)C(=O)c1cccc(-n2cnnn2)c1	-5
O=C(CN1CCN(S(=O)(=O)c2cccs2)CC1)N1CCCCC1	-8
CC(C)N(C(=O)[C@H]1C[C@H](CC(=O)NCc2ccco2)C(=O)N2CCc3c([nH]c4cc(CCC(=O)N(C)C)ccc34)[C@]12C)C(C)C	4
O=C(COC(=O)c1ccccc1F)Nc1ccc2c(c1)OCCO2	3
CCCCn1c(N)c(N(Cc2ccccc2OC)C(=O)C(C)Oc2ccc(Br)cc2)c(=O)[nH]c1=O (stereo unspecified)	1
S=C(Nc1cccc2ccccc12)NN1CCCCCC1	6
Cc1ccc2nc3c(cc(S(=O)(=O)c4ccccc4)c(=N)n3C3CCCC3)c(=O)n2c1	7
Cc1cc(Cl)cc2sc(=S)[nH]c12	-23

# Shown with values ahead of the structure: entries from further up.
IDE cell activ,Structure
0,O=C1CSC(=S)N1N=Cc1ccc(Cl)cc1Cl
-5,CCN(CC(=O)Nc1c(F)cccc1F)C(=O)c1cccc(-n2cnnn2)c1
-8,O=C(CN1CCN(S(=O)(=O)c2cccs2)CC1)N1CCCCC1
4,CC(C)N(C(=O)[C@H]1C[C@H](CC(=O)NCc2ccco2)C(=O)N2CCc3c([nH]c4cc(CCC(=O)N(C)C)ccc34)[C@]12C)C(C)C
3,O=C(COC(=O)c1ccccc1F)Nc1ccc2c(c1)OCCO2
1,CCCCn1c(N)c(N(Cc2ccccc2OC)C(=O)C(C)Oc2ccc(Br)cc2)c(=O)[nH]c1=O (stereo unspecified)

# Compound activity from PubChem.

# A portion of the library. The share of hits here may be higher or lower than overall.
